Compound activity deposited in PubChem BioAssay by Sanford-Burnham Center for Chemical Genomics.
UBC13 inh = blocks human UBC13 polyubiquitin chain formation | P61088 | TR-FRET | inhibition, % at 20 µM | 0.47% of 330,000 active | AID 485273; in the data active = inhibition above about 45%, passing the limit was not always enough
Target sequence (P61088 whole entry, looked up): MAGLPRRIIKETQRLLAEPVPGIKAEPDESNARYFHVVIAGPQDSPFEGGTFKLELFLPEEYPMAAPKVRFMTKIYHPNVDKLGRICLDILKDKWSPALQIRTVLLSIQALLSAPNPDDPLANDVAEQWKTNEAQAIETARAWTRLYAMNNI
SENP6 block = SENP6 protease inhibition. Recombinant SENP6 catalytic domain, aminoluciferin luminescence. inhibition, % at 10 µM. 1.8% of 330,000 active. AID 2599;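 active = inhibition above about 50% at the single tested dose, limit read from the data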;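 also: plate controls were DMSO wells with enzyme for no effect and DMSO wells lacking enzyme for full effect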
Target sequence (Q9GZR1 628-1112 limits assumed): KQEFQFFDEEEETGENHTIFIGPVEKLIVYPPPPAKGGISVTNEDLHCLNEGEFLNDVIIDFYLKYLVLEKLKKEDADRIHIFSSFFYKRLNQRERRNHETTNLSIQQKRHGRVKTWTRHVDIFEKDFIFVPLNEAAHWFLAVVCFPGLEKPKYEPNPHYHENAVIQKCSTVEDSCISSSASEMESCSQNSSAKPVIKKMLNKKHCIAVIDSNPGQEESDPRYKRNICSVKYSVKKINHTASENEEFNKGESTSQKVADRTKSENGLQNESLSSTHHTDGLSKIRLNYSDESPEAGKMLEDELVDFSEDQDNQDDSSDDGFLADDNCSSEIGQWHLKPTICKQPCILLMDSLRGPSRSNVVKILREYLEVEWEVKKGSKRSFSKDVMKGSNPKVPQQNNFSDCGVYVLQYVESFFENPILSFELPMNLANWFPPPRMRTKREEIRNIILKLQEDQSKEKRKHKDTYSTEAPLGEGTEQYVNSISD
HKDC1 inhibitor = blocks human hexokinase HKDC1 activity. 0.16% of 340,000 active. Q2TB90. AID 493160. recombinant HKDC1, G6PDH/diaphorase resazurin coupled fluorescence. inhibition, % at 20 µM;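 active = inhibition above about 35% when tested at 20 µM, limit read from the data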;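 also: plate controls were DMSO wells with enzyme for no effect and DMSO wells lacking enzyme for full effect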
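Test system: Recombinant HKDC1 (HK5) hexokinase enzyme, produced in-house | Input: HKDC1 at 5 µg/mL | Buffer or medium: Tris pH 8.0 buffer with MgCl2, Tween-20, BSA, BME | Schedule: 90 min reaction incubation at room temperature, dark | Technique: Resazurin-to-resorufin fluorescence via G6PDH and diaphorase coupling, 525/613 nm | Controls: DMSO wells with and without enzyme mix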
SENP8 block-1 = blocks human SENP8 cleavage of Nedd8 substrate. recombinant SENP8, Nedd8 substrate fluorescence. inhibition, % at 20 µM. 0.64% of 360,000 active. AID 602440; in the data active = inhibition mostly above about 40%, no sharp cut-off; inactive = mostly below about 27%
Target sequence (Q96LD8 whole entry, looked up): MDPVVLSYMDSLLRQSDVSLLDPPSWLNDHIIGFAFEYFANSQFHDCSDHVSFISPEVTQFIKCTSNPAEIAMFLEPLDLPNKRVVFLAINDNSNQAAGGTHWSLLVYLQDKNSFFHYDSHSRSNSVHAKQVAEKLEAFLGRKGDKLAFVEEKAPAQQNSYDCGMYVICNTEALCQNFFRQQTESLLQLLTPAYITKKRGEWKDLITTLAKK
MIN6 prolif = induces beta-cell replication in MIN6 cells; MIN6 cells proliferation, ATPlite luminescence, 48 h; cells starved in 0.2% serum; 100% = growth in 10% serum; proliferation, % at 10 µM; 0.29% of 330,000 active;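 active = compounds whose signal lies at least 3.5 SD above the mean of all wells on their plate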;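 also: 0% = DMSO-treated cells in low-serum medium and 100% = 10% serum control; some compounds called inactive have numbers as strong as hits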
SENP8 block-2 = blocks the human protease SENP8; Q96LD8; purified SENP8, Z-RLRGG-aminoluciferin cleavage, luminescence; inhibition, % at 10 µM; 1.2% of 330,000 active; AID 2540; in the data active = inhibition above about 50%
SENP1 inh = blocks the human SENP1 SUMO protease catalytic domain | Q9P0U3 | recombinant SENP1 catalytic domain, CyPet-SUMO1-YPet FRET cleavage | 0.21% of 360,000 active | inhibition, % at 10 µM;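 active = inhibition at least 30% at 10 µM, raw YFP signal under a set limit, fluorescence ratio 0.5 to 1.5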;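 also: 0% = enzyme with DMSO and 100% = no enzyme wells; some results filed as inactive read as strong as hits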
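system = hSENP1 catalytic domain, recombinant | reagent = SFCypet-SUMO1-SFYpet substrate at 25 nM | doses = one dose per compound, 10 µM, 0.5% DMSO | incubation = enzyme reaction for 50 min at room temperature, dark | measured by = FRET, CFP and YFP emission | controls = no-enzyme low, enzyme-DMSO high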
PfGluPho inh = PfG6PD (Plasmodium falciparum) enzyme inhibition. PfGluPho enzyme, NADPH resazurin-diaphorase fluorescence. inhibition, % at 20 µM. 0.78% of 350,000 active;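 active = inhibition reaching at least a set limit at 20 µM in the primary screen, cut at about 59% in these data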;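 also: 0% = DMSO wells with substrate and 100% = DMSO wells lacking glucose-6-phosphate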
SENP7 block = SENP7 protease inhibition. recombinant SENP7, Z-RLRGG-aminoluciferin luminescence, 40 min. Q9BQF6. inhibition, % at 5 µM. 1.5% of 330,000 active. AID 434973;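 active = inhibition above about 50% at the single test dose, limit read from the data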;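 also: plate controls were DMSO with enzyme for no effect and no enzyme buffer wells for full effect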
The depositor's hits bear a star; i = inactive; x = no result given.

1. C#CCOCCOCCOCCNc1nc(N2CCN(C(=O)[C@H](Cc3cc4ccccc4[nH]3)n3cc([C@@H](N)C(C)CC)nn3)CC2)nc(N2CCN(C(=O)[C@H](Cc3cc4ccccc4[nH]3)n3cc([C@@H](N)CC(C)C)nn3)CC2)n1 (stereo partly drawn)
2. CSc1ncc(Cl)c(C(=O)Nc2cc(C)ccc2C)n1
3. Cc1cc(NC(=O)c2ccccc2F)on1
4. CCOC(=O)c1cnn(-c2cccc(Cl)c2)c1N
5. CCCCC(=O)Nc1ccc(NC(=O)c2ccco2)cn1
6. Cc1cc(C)c(NC(=O)Cn2cnc3c(oc4ccccc43)c2=O)c(C)c1
7. CN(C(=O)COC(=O)c1ccc2c(c1)OCCO2)c1ccccc1
8. CCC(Sc1nc2cc3c(cc2c(=O)n1Cc1ccco1)OCO3)C(=O)Nc1ccccc1OC (stereo not drawn)
9. CC(=O)c1c(NCc2ccccc2)nc(=O)n(-c2ccccc2)c1C
10. COc1cccc(NC(=O)COC(=O)Cc2ccc(Cl)cc2)c1

entry no.	1	2	3	4	5	6	7	8	9	10
UBC13 inh	61*	-6	-4	-14	5	-9	-3	-2	-1	-4
SENP6 block	-23	5	-15	8	-14	0	8	-4	-1	-15
HKDC1 inhibitor	x	-9	-2	0	-3	3	-6	-5	5	-7
SENP8 block-1	x	-69	12	5	8	11	20	11	23	10
MIN6 prolif	1	-4	-2	1	2	-3	2	-2	-1	-2
SENP8 block-2	-12	-1	-9	-10	-13	3	4	3	-4	-9
SENP1 inh	x	-4	1	0	0	0	4	-2	-2	2
PfGluPho inh	x	-9	1	-7	-22	-25	-12	24	-16	0
SENP7 block	0	-1	-14	-9	-2	-2	3	4	-5	-6

11. CN(C)S(=O)(=O)c1ccc(NC(=O)CSc2nnc(-c3ccco3)n2N)cc1
12. Brc1ccc(-c2csc(N/N=C/c3cccnc3)n2)cc1
13. Cc1nc(SCC(=O)Nc2cc(C)on2)c2c(=O)n(C)c(=O)n(C)c2n1
14. CC[C@@H]1C=C(C(=O)O)[C@H](c2ccc(Cl)c(Cl)c2)N1S(=O)(=O)c1ccc(C)cc1
15. COc1cccc(-c2cc(C(=O)NC3CCCC3)c3ccccc3n2)c1
16. COc1cccc(C(=O)Cn2c(N3CCOCC3)nc3c2c(=O)n(C)c(=O)n3C)c1
17. CCOCCc1nnc(NC(=O)C2CCN(C(=O)c3ccco3)CC2)s1
18. O=C(O)c1cccc2c1C(=O)c1cccc3snc-2c13
19. O=C1CCNc2cc3ccccc3cc21
20. COc1ccc(N(CC(=O)NCC2CCCO2)C(=O)CCC(=O)Nc2nccs2)c(OC)c1 (stereo not drawn)

entry no.	11	12	13	14	15	16	17	18	19	20
UBC13 inh	-17	12	-4	-9	-2	4	3	-10	-40	-5
SENP6 block	-15	7	-8	12	0	-11	-12	-10	34	15
HKDC1 inhibitor	-5	-7	4	0	-8	-3	2	6	18	-3
SENP8 block-1	-2	-50	2	0	-296	22	24	-10	-269	15
MIN6 prolif	-1	3	3	-1	1	0	0	1	-6	-1
SENP8 block-2	-12	2	-3	0	0	-16	3	-2	21	-3
SENP1 inh	0	0	0	1	-1	-3	2	-135	-21	2
PfGluPho inh	13	23	3	-19	17	-5	7	-28	57	-5
SENP7 block	-8	-7	1	2	3	-8	2	-2	12	6

21. NCCCCC(=O)O
22. CCn1c(-c2ccco2)nc2ccccc21
23. Cc1cccc(N2CCN(C(=O)CSc3ccsc3[N+](=O)[O-])CC2C)c1 (stereo not drawn)
24. CN1C(=O)C(C)(C)c2cc(S(=O)(=O)N3CCC(C(=O)NCc4ccccc4Cl)CC3)ccc21
25. Cc1nc2ccccn2c1C(=O)N/N=C/c1ccc2c(c1)OCO2
26. O=C(N/N=C/c1c[nH]c2ccccc12)C1COc2ccccc2O1 (stereo not drawn)
27. Clc1cccc(OCc2nnc(-c3ccccc3Br)o2)c1
28. CC(OC(=O)CCOc1ccccc1)C(=O)Nc1ccc(Cl)cn1 (stereo not drawn)
29. COc1cccc(CN2CCNC(=O)C2CC(=O)N(C)C2CCCCC2)c1OC (stereo not drawn)
30. CCCCOCCCNC(=O)c1ccc2c(c1)OCO2

entry no.	21	22	23	24	25	26	27	28	29	30
UBC13 inh	2	1	-10	7	-19	5	6	-1	1	-2
SENP6 block	-4	2	2	-4	-3	15	-3	-7	1	-10
HKDC1 inhibitor	-7	7	-4	-4	6	5	2	0	-3	-14
SENP8 block-1	-3	-88	19	4	-32	5	0	-4	-3	-2
MIN6 prolif	-2	0	-2	2	0	0	0	-4	6	-2
SENP8 block-2	-7	-5	-4	1	-2	-5	-3	5	-3	3
SENP1 inh	-1	-3	3	0	2	0	-2	4	-4	-1
PfGluPho inh	10	25	8	-8	-7	4	-5	-2	-1	5
SENP7 block	13	6	-4	-1	-9	4	7	11	-1	1

31. Cc1ccc(Cn2c(SCC(=O)N/N=C/c3ccccc3OCC(=O)O)nc3ccccc32)cc1
32. COc1ccc2c(c1)OC/C(=C/c1cccs1)C2=O
33. CC(C(=O)OCC(=O)N(C)C1(C#N)CCCCC1)N1C(=O)c2ccccc2C1=O (stereo not drawn)
34. CN(C)Cc1c(C(=O)N/N=C/C=C/c2ccccc2)nnn1-c1nonc1N
35. c1ccc(N2CCN(c3ccccc3)C2c2cccnc2)cc1
36. N#Cc1cc2cc3c(cc2nc1N1CCCCC1)OCCO3
37. CCNC(=O)C1Cc2ccccc2CN1S(=O)(=O)c1ccc(F)cc1 (stereo not drawn)
38. CC(C)C(NC(=O)COc1ccccc1)C(=O)O (stereo not drawn)
39. Cc1ccc(SCCSc2nc(C)cc(=O)[nH]2)cc1
40. CCC(C)(C)NC(=O)C(c1ccc(OC)cc1)N(C(=O)CCC(=O)Nc1cc(C)on1)c1cccc(F)c1 (stereo not drawn)

entry no.	31	32	33	34	35	36	37	38	39	40
UBC13 inh	5	-13	14	-4	0	9	-13	4	-6	0
SENP6 block	6	94*	-19	17	7	10	-27	-3	48	-18
HKDC1 inhibitor	-1	4	-6	0	1	13	5	5	-1	2
SENP8 block-1	8	-6	10	11	6	i	3	16	11	6
MIN6 prolif	-1	-5	-3	1	-1	-3	0	-3	0	0
SENP8 block-2	4	89*	-4	-1	5	-2	-6	7	47	-10
SENP1 inh	1	-1	0	1	2	-23	1	1	-1	0
PfGluPho inh	-23	3	-8	-8	-9	33	8	-5	-8	0
SENP7 block	13	96*	4	8	1	-1	4	-5	14	-7

Seven compounds already listed, sorted by count of non-hydrogen atoms, low to high:
38. CC(C)C(NC(=O)COc1ccccc1)C(=O)O (stereo not drawn)
39. Cc1ccc(SCCSc2nc(C)cc(=O)[nH]2)cc1
36. N#Cc1cc2cc3c(cc2nc1N1CCCCC1)OCCO3
35. c1ccc(N2CCN(c3ccccc3)C2c2cccnc2)cc1
37. CCNC(=O)C1Cc2ccccc2CN1S(=O)(=O)c1ccc(F)cc1 (stereo not drawn)
33. CC(C(=O)OCC(=O)N(C)C1(C#N)CCCCC1)N1C(=O)c2ccccc2C1=O (stereo not drawn)
40. CCC(C)(C)NC(=O)C(c1ccc(OC)cc1)N(C(=O)CCC(=O)Nc1cc(C)on1)c1cccc(F)c1 (stereo not drawn)

entry no.	38	39	36	35	37	33	40
UBC13 inh	4	-6	9	0	-13	14	0
SENP6 block	-3	48	10	7	-27	-19	-18
HKDC1 inhibitor	5	-1	13	1	5	-6	2
SENP8 block-1	16	11	i	6	3	10	6
MIN6 prolif	-3	0	-3	-1	0	-3	0
SENP8 block-2	7	47	-2	5	-6	-4	-10
SENP1 inh	1	-1	-23	2	1	0	0
PfGluPho inh	-5	-8	33	-9	8	-8	0
SENP7 block	-5	14	-1	1	4	4	-7

Following part:
41. COC(=O)CCC(=O)N1CCOCCOCCN(C(=O)CCC(=O)OC)CCOCCOCC1
42. COc1ccc(S(=O)(=O)N2CCC3(CC2)CC(=O)c2ccccc2O3)cc1C
43. COC(=O)Cn1nc(-c2ccc(C)c(S(=O)(=O)N(C)C)c2)c2ccccc2c1=O
44. CCNC(=O)N(C(=O)NCC)n1c(C)nnc1C
45. Clc1ccc2c(NCc3ccccn3)ncnc2c1
46. CC(C)C(NC(=O)OCc1ccccc1)C(=O)OCC(=O)NCc1ccco1 (stereo not drawn)
47. O=C(COC(=O)Cc1n[nH]c(=O)c2ccccc12)Nc1cccc(C(F)(F)F)c1
48. Oc1ccc(/C=N/Nc2ncc(Cl)cc2Cl)cc1
49. COc1ccc(-c2oc3ccc(-c4ccc(OC)nc4)cc3c2-c2ccc(OC)cc2)cc1
50. c1ccc(-c2nc(NCc3cccnc3)c3oc4ccccc4c3n2)cc1
51. CSc1nc(-c2ccc(Cl)cc2)nn1C(=O)c1ccco1

entry no.	41	42	43	44	45	46	47	48	49	50	51
UBC13 inh	4	7	3	5	0	-13	6	-9	30	-1	-14
SENP6 block	5	3	-10	-9	15	-15	-8	11	-15	-10	-12
HKDC1 inhibitor	2	-6	-3	-6	2	10	-5	-5	6	3	5
SENP8 block-1	18	6	1	17	-107	10	-2	-76	-476	8	20
MIN6 prolif	1	-3	-3	-2	-2	-1	-2	-4	-7	-5	0
SENP8 block-2	-3	4	-2	2	11	-7	-1	6	-8	-9	-3
SENP1 inh	0	1	1	2	-26	-7	0	2	-1	0	1
PfGluPho inh	-8	17	-16	3	-5	14	6	24	-9	5	-6
SENP7 block	9	5	-4	-1	0	0	-7	-7	-2	-5	-5
